PhoP GFP inhibition: Inhibition of PhoP regulon, Salmonella typhi GFP reporter cells, confirmation, 4 h (AID 1850); one-dose inhibition, % at 50 µM; IC50 in µM for titrated hits; hit rate 0.33% among 310,000; Salmonella Typhi PhoP-promoter GFP reporter, fluorescence, 4 h; higher % means a stronger effect; in the data active = a potency from the dose series; inconclusive = inhibition mostly from about 25% at the one dose, without a potency; inactive = the rest, 99 in 100 with inhibition below about 19%;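 also: 0% = induced wells with vehicle and 100% = uninduced wells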
M. tuberculosis HTS: M. tuberculosis growth inhibition, HTS (AID 449762); hit rate 0.59% among 330,000; inhibition, % at 25 µM, or IC50 in µM where a hit was titrated; M. tuberculosis H37Rv growth inhibition, 7H9 media; higher % means a stronger effect; in the data active = a potency from the dose series; inconclusive = inhibition above about 70% without an active follow-up result;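 also: bacterial growth assessed after seven days of incubation; strong numbers were not always called active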
influenza NS1A: H1N1 influenza NS1A inhibitors, functional cell based assay (AID 504329); NS1A functional cell-based assay, percent inhibition; higher % means a stronger effect; one-dose inhibition, % at 12.5 µM; IC50 in µM for titrated hits; hit rate 0.3% among 340,000; in the data active = a potency from the dose series; inconclusive = inhibition above about 27% without an active follow-up result; also: strong numbers were not always called active
inhibitors of VEEV: inhibitors of VEEV TC-83 cytopathic effect, confirmation, Vero cells (AID 588727). Vero cells, VEEV TC-83 cytopathic effect inhibition; higher % means a stronger effect. inhibition, % at 20 µM; hits with a dose series show IC50 in µM. hit rate 0.13% among 350,000; in the data active = a potency from the dose series; inconclusive = inhibition mostly from about 14% at the one dose, without a potency; inactive = the rest, 99 in 100 with inhibition below about 12%; also: strong numbers were not always called active
tuberculosis growth: growth inhibition of non-replicating M. tuberculosis (AID 488890) | hit rate 0.39% among 320,000 | inhibition, % at 25 µM, or IC50 in µM where a hit was titrated | Mycobacterium tuberculosis non-replicating, growth inhibition; higher % means a stronger effect; in the data active = a potency from the dose series; inconclusive = inhibition mostly from about 82% at the one dose, without a potency; inactive = the rest, 99 in 100 with inhibition below about 76%;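 also: plate controls were DMSO cells for no effect and high antibiotic wells for full effect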
inhibitors of VEEV 10K pilot screen: also measured in inhibitors of VEEV; calls as there; inhibition, %; measured here: 10K pilot screen inhibition
* = called active by the depositor.

`CC[C@H](C)[C@@H]1NC(=O)c2cc([N+](=O)[O-])cc(F)c2NCCCC[C@@H](C(N)=O)NC(=O)[C@H](CCCCN)NC1=O` gave PhoP GFP inhibition 1.4%, M. tuberculosis HTS 51.5%, influenza NS1A -5.6%, inhibitors of VEEV 0.2% and tuberculosis growth 66.8%.
Screening CSCCC(NS(=O)(=O)c1ccc2c(c1)Cc1cc(S(=O)(=O)NC(CCSC)C(=O)O)ccc1-2)C(=O)O (stereo not given) returned PhoP GFP inhibition 0.4%, M. tuberculosis HTS -11.9%, influenza NS1A -14.3%, inhibitors of VEEV 0.3% and tuberculosis growth -13.5%.
Screening C/C(=C\c1ccccc1)C(=O)Nc1nccs1 returned influenza NS1A -3.0% and inhibitors of VEEV inactive.
Screening CCOc1ccccc1C(=O)N1CCN(c2ccc(C(F)(F)F)cn2)CC1 returned PhoP GFP inhibition 6.0%, M. tuberculosis HTS -1.3%, influenza NS1A -6.7%, inhibitors of VEEV 0.3% and tuberculosis growth 8.4%.
Screening Cc1ccc(C)n1-c1ccc(N2CCOCC2)cc1 returned PhoP GFP inhibition -2.4%, M. tuberculosis HTS 0.4%, influenza NS1A 11.6%, inhibitors of VEEV 0.3% and tuberculosis growth 36.4%.
Screening CCN1CCN(CC(O)COc2ccc3c(C)cc(=O)oc3c2)CC1 (stereo not given) returned PhoP GFP inhibition 7.0%, M. tuberculosis HTS -0.3%, influenza NS1A -11.3%, inhibitors of VEEV 0.7% and tuberculosis growth 4.5%.
For CCn1c(CNC(=O)C23CC4CC(CC(C4)C2)C3)nnc1SC the results were PhoP GFP inhibition 1.2%, M. tuberculosis HTS -2.2%, influenza NS1A -4.2%, inhibitors of VEEV 0.9% and tuberculosis growth -0.6%.
Screening CCOc1cccc(=O)c2c(C)n(CC3CCCO3)c(C)c12 (stereo not given) returned PhoP GFP inhibition -0.2%, M. tuberculosis HTS 1.3%, influenza NS1A 4.5%, inhibitors of VEEV inactive and tuberculosis growth 6.9%.
Cc1ccccc1Cn1c(C)nc2ccc([N+](=O)[O-])cc2c1=O was read as PhoP GFP inhibition 3.1%, M. tuberculosis HTS 1.0%, influenza NS1A -1.2%, inhibitors of VEEV 0.7% and tuberculosis growth -0.2%.
`Nc1ccc(NC(=O)c2ccccc2)c2c1C(=O)c1ccccc1C2=O` gave PhoP GFP inhibition -1.2%, M. tuberculosis HTS -0.7%, influenza NS1A 24.3%, inhibitors of VEEV 0.3%, tuberculosis growth 0.5% and inhibitors of VEEV 10K pilot screen 0.5.
Screening C[C@@H](C(=O)N[C@H](C(=O)O)c1ccccc1)n1nnc2ccccc2c1=O returned PhoP GFP inhibition 4.2%, M. tuberculosis HTS -2.4%, influenza NS1A 5.6%, inhibitors of VEEV 0.3% and tuberculosis growth -29.0%.
Cc1ccc(NS(=O)(=O)c2ccc(OCC(=O)N3CCOCC3)cc2)cc1 was read as PhoP GFP inhibition -1.6%, M. tuberculosis HTS 2.4%, influenza NS1A -6.7%, inhibitors of VEEV 1.0% and tuberculosis growth 5.8%.
CC(=O)Nc1ccc2c3c(cccc13)C(=O)N(c1ccccc1)C2=O was read as PhoP GFP inhibition -10.9%, M. tuberculosis HTS 3.8%, influenza NS1A -10.4%, inhibitors of VEEV 1.6% and tuberculosis growth 8.2%.
`Cc1ccccc1C(=NC(=O)c1ccccc1)c1ccccc1` gave PhoP GFP inhibition -4.5%, M. tuberculosis HTS -1.2%, influenza NS1A -8.1%, inhibitors of VEEV 1.8% and tuberculosis growth 9.3%.
For COCCN(C(=O)c1ccc(COc2ccccc2)o1)c1c(N)n(CC(C)C)c(=O)[nH]c1=O the results were M. tuberculosis HTS -23.7%, influenza NS1A -4.3%, inhibitors of VEEV 3.0% and tuberculosis growth 14.3%.
For CCCCOc1ccc(S(=O)(=O)Nc2cccnc2)cc1 the results were PhoP GFP inhibition 3.1%, M. tuberculosis HTS 2.8%, influenza NS1A -3.7%, inhibitors of VEEV inactive and tuberculosis growth 25.4%.
COc1ccc(C(=O)N[C@H](C(=O)Nc2sccc2C(N)=O)C(C)C)cc1 was read as PhoP GFP inhibition 4.9%, M. tuberculosis HTS -7.5%, influenza NS1A -0.4%, inhibitors of VEEV 1.4% and tuberculosis growth 10.2%.
Screening Cc1csc2nc(CNC(=O)C3CCCCC3)cn12 returned PhoP GFP inhibition 1.8%, M. tuberculosis HTS -4.7%, influenza NS1A 4.2%, inhibitors of VEEV 0.4% and tuberculosis growth 4.9%.
COc1ccc(-c2nnc(SCC(=O)O)n2Cc2ccccc2)cc1 was read as PhoP GFP inhibition -6.6%, M. tuberculosis HTS -7.0%, influenza NS1A 0.5%, inhibitors of VEEV 0.7% and tuberculosis growth -9.0%.
Cc1ccc(OS(=O)Nc2cccc3nccnc23)cc1 (stereo not given) was read as PhoP GFP inhibition 9.5%, M. tuberculosis HTS 49.0%, influenza NS1A 3.9%, inhibitors of VEEV 0.3% and tuberculosis growth inconclusive.
Screening CCOC(=O)c1cnc(SCc2ccc(Cl)c(Cl)c2)nc1N1CC1 returned influenza NS1A -7.7% and inhibitors of VEEV 29.1%.
`COc1ccc(C(=O)NCCSCc2cccc(Cl)c2)cc1OC` gave PhoP GFP inhibition -4.5%, M. tuberculosis HTS 5.5%, influenza NS1A -9.4%, inhibitors of VEEV 0.8% and tuberculosis growth 54.4%.
Screening CSc1nnc2c(n1)OC(c1cccn1C)N(C(C)=O)c1ccccc1-2 (stereo not given) returned PhoP GFP inhibition -1.1%, M. tuberculosis HTS -5.0%, influenza NS1A 1.6%, inhibitors of VEEV 1.1% and tuberculosis growth -17.9%.
For N/C(=N\OC(=O)c1ccc2ccccc2c1)c1ccccc1Cl the results were PhoP GFP inhibition -0.7%, M. tuberculosis HTS 7.2%, influenza NS1A -6.6%, inhibitors of VEEV 10.5% and tuberculosis growth inconclusive.
`COc1ccc(-c2nc(CS(=O)CC(=O)NCCC3=CCCCC3)c(C)o2)cc1` (stereo not given) gave PhoP GFP inhibition 8.3%, M. tuberculosis HTS -8.2%, influenza NS1A 4.3%, inhibitors of VEEV 0.0%, tuberculosis growth 65.2% and inhibitors of VEEV 10K pilot screen 0.1.
O=C(CCC1CCCCC1)Nc1nccs1 was read as PhoP GFP inhibition -7.3%, M. tuberculosis HTS -5.6%, influenza NS1A 4.3%, inhibitors of VEEV 0.3% and tuberculosis growth 70.2%.
For O=NN1CCN(c2ccncc2S(=O)(=O)N2CCCCC2)CC1 the results were PhoP GFP inhibition 0.1%, M. tuberculosis HTS -4.3%, influenza NS1A 18.2%, inhibitors of VEEV 0.3% and tuberculosis growth -1.6%.
`CCOc1ccc(S(=O)(=O)N(CCO)CCO)cc1-c1nc2c(C(C)(C)C)nn(C)c2c(=O)[nH]1` gave PhoP GFP inhibition -8.1%, M. tuberculosis HTS 1.8%, influenza NS1A 11.5%, inhibitors of VEEV 8.1% and tuberculosis growth 6.9%.
`COC(=O)CNC(=O)COC(=O)c1cc(SC)ccc1Cl` gave PhoP GFP inhibition 5.1%, M. tuberculosis HTS -5.5%, influenza NS1A -5.7%, inhibitors of VEEV 1.9% and tuberculosis growth 27.0%.
`C=CCN(CC=C)Cc1c[nH]c2ccccc12` gave PhoP GFP inhibition 8.4%, M. tuberculosis HTS 16.2% and tuberculosis growth 14.4%.
`CCNc1ccc(C(=O)OCC(=O)NCc2ccccc2Cl)cc1[N+](=O)[O-]` gave PhoP GFP inhibition 3.3%, M. tuberculosis HTS -8.5%, influenza NS1A -1.8%, inhibitors of VEEV 1.0% and tuberculosis growth -7.6%.
Screening Cn1c(=O)c2c(ncn2Cc2ccc(Cl)cc2)n(C)c1=O returned PhoP GFP inhibition 8.5%, M. tuberculosis HTS -8.3%, influenza NS1A 7.8%, inhibitors of VEEV 0.9% and tuberculosis growth -1.9%.
Screening O=C1NCCCC1C(=O)N/N=C/c1cccc(O)c1 (stereo not given) returned PhoP GFP inhibition -5.0%, M. tuberculosis HTS -2.1%, influenza NS1A 10.8%, inhibitors of VEEV inactive and tuberculosis growth 28.3%.
Cc1nc2ccccc2nc(C)c1=NOCC(=O)N(c1ccccc1)C(C)C was read as PhoP GFP inhibition 10.8%, M. tuberculosis HTS 0.9%, influenza NS1A -3.4%, inhibitors of VEEV inactive and tuberculosis growth -3.7%.
Screening COc1ccc(CN(C)S(=O)(=O)c2nnc(NC(=O)c3ccccc3)s2)cc1OC returned PhoP GFP inhibition -11.8%, M. tuberculosis HTS -1.1%, influenza NS1A -4.9%, inhibitors of VEEV 2.0% and tuberculosis growth 2.1%.
`C/C(Cl)=C\Cn1c(Nc2ccc(C)cc2)nc2c1c(=O)n(C)c(=O)n2C` gave PhoP GFP inhibition 1.0%, M. tuberculosis HTS -1.4%, influenza NS1A -8.7%, inhibitors of VEEV 3.2% and tuberculosis growth 2.0%.
For Cc1cccc(N2CCN(C(=O)c3ccc(NS(=O)(=O)c4ccc5[nH]c(=O)[nH]c5c4)cc3)CC2)c1C the results were PhoP GFP inhibition -8.0%, M. tuberculosis HTS 66.6%, influenza NS1A 3.1%, inhibitors of VEEV 3.8% and tuberculosis growth 45.9%.
Screening CSc1nc2sc3c(c2c2nncn12)CCC3 returned PhoP GFP inhibition -1.7%, M. tuberculosis HTS -7.0%, influenza NS1A -2.1%, inhibitors of VEEV 0.9% and tuberculosis growth 19.2%.
CCc1ccc2c(c1)cc(CN(C(=S)Nc1ccc(Cl)cc1)C1CC1)c1nnnn12 was read as PhoP GFP inhibition -3.4%, M. tuberculosis HTS -13.5%, influenza NS1A 0.3%, inhibitors of VEEV 0.7% and tuberculosis growth 0.9%.
`O=C(O)c1cc(-n2nnnc2SCc2ccccc2F)ccc1Cl` gave PhoP GFP inhibition 2.5%, M. tuberculosis HTS -3.7%, influenza NS1A 5.6%, inhibitors of VEEV 3.7% and tuberculosis growth -8.5%.
CCS(=O)(=O)c1ccc2c(c1)N(S(=O)(=O)c1ccc(Cl)cc1)CC(C(=O)O)O2 (stereo not given) was read as PhoP GFP inhibition -4.3%, M. tuberculosis HTS 1.4%, influenza NS1A 11.0%, inhibitors of VEEV 0.7% and tuberculosis growth 5.1%.
For O=C(c1csc2ccccc12)n1cccn1 the results were PhoP GFP inhibition -4.9%, M. tuberculosis HTS -0.1%, influenza NS1A -46.9%, inhibitors of VEEV 0.5% and tuberculosis growth -4.7%.
`CC(C)NC(=O)c1ccccc1NC(=O)Cc1ccc(Cl)cc1` gave PhoP GFP inhibition 0.7%, M. tuberculosis HTS -2.1%, influenza NS1A -2.7%, inhibitors of VEEV inactive and tuberculosis growth 2.2%.
CC(C)(Oc1ccc(Cl)cc1)C(=O)NCC(c1ccco1)N1CCCCC1 (stereo not given) was read as PhoP GFP inhibition -7.1%, M. tuberculosis HTS -1.9%, influenza NS1A -8.8%, inhibitors of VEEV 1.2% and tuberculosis growth 27.3%.

Four compounds drawn at random from those above, as already listed:
`C/C(Cl)=C\Cn1c(Nc2ccc(C)cc2)nc2c1c(=O)n(C)c(=O)n2C` gave PhoP GFP inhibition 1.0%, M. tuberculosis HTS -1.4%, influenza NS1A -8.7%, inhibitors of VEEV 3.2% and tuberculosis growth 2.0%.
`Nc1ccc(NC(=O)c2ccccc2)c2c1C(=O)c1ccccc1C2=O` gave PhoP GFP inhibition -1.2%, M. tuberculosis HTS -0.7%, influenza NS1A 24.3%, inhibitors of VEEV 0.3%, tuberculosis growth 0.5% and inhibitors of VEEV 10K pilot screen 0.5.
CCS(=O)(=O)c1ccc2c(c1)N(S(=O)(=O)c1ccc(Cl)cc1)CC(C(=O)O)O2 (stereo not given) was read as PhoP GFP inhibition -4.3%, M. tuberculosis HTS 1.4%, influenza NS1A 11.0%, inhibitors of VEEV 0.7% and tuberculosis growth 5.1%.
Screening CSc1nc2sc3c(c2c2nncn12)CCC3 returned PhoP GFP inhibition -1.7%, M. tuberculosis HTS -7.0%, influenza NS1A -2.1%, inhibitors of VEEV 0.9% and tuberculosis growth 19.2%.

Screens from PubChem.
